# Pf Dd2 growth: inhibitors of Plasmodium falciparum Dd2 growth; P. falciparum Dd2 growth, SYBR Green, 72 h; active compounds read low; activity change, % at 10 µM; 2.3% of 94,000 active; AID 1159554; in the data active = activity change below about -80%; inconclusive = no clear call, values can overlap the other calls
# GASC1 inh: blocks human GASC-1 (KDM4C) demethylase activity | inhibition, % at 12.5 µM | GST-KDM4C 2-372, H3K9me3 peptide, LANCE TR-FRET | 0.15% of 96,000 active | Q9H3R0;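 active = mean replicate inhibition above about 25%, with at least 55% of replicates also reaching it, limit read from the data, passing the limit was not always enough; inconclusive = only one of those two conditions met; inactive = neither condition met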
# Target sequence (Q9H3R0 2-372 limits assumed): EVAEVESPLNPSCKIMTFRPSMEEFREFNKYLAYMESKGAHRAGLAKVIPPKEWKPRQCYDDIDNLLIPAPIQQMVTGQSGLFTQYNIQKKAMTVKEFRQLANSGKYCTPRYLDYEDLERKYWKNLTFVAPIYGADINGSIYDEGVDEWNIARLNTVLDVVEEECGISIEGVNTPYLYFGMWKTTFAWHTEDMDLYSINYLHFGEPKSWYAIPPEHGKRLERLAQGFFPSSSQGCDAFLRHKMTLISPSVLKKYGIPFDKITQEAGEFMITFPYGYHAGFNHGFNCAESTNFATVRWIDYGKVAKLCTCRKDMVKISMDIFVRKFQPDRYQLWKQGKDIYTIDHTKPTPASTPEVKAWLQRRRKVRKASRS
#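 Test system – GST-tagged GASC-1 (JMJD2C) catalytic fragment, aa 2-372 · Medium – HEPES buffer, pH 7.5, plus ascorbate · Reagent – H3K9me3 peptide with Fe(II)/2OG · Compound – one test concentration per compound · Timing – 30 min reaction, 60 min detection, RT · Technique – TR-FRET with Eu antibody and ULight streptavidin, EDTA stop · Read-out basis – inhibition from TR-FRET ratio decrease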
# C diff growth: C. difficile growth inhibition; Clostridium difficile clinical isolate growth, OD600, 24 h; active compounds read low; growth activity, negative = inhibition, % at 16 µg/mL (by protocol); 0.25% of 86,000 active;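 active = mean growth activity at or below -80% and every replicate also at or below -80%; inconclusive = mean at or below -80% but some replicate above -80%; inactive = mean growth activity above -80%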;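 note: 0% = DMSO wells and -100% = levofloxacin 16 µg/mL wells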
# Tcruzi prolif: inhibitors of T. cruzi proliferation | 5.9% of 77,000 active | inhibition, % at 8.34 µM | AID 624255 | T. cruzi beta-gal in NIH3T3, GalScreen luminescence, 90 h;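 active = mean inhibition above about 93%, with at least 55% of replicates each passing it, limit read from the data, passing the limit was not always enough; inconclusive = only one of those two conditions holds; inactive = neither condition holds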
# * marks the source's active call; other numbers are inactive results; ? = inconclusive; . = no result given; & = joins results of further samples.
SMILES,Pf Dd2 growth,GASC1 inh,C diff growth,Tcruzi prolif
C[C@@H]1CN([C@@H](C)CO)C(=O)c2cc(-c3ccccc3F)cnc2O[C@@H]1CN(C)C(=O)CN(C)C,32,1.5,-2,22
N#C[C@@H]1[C@@H](c2ccccc2C2=CCCCC2)[C@@H](CO)N1C(=O)c1cccc(F)c1,-14,-0.5,8,.
Cc1cc(C(=O)Nc2cccc3c2O[C@H](CN(C)S(=O)(=O)c2cn(C)cn2)[C@@H](C)CN([C@@H](C)CO)C3=O)n(C)n1,31,0.8,.,98
COc1cccc(S(=O)(=O)N[C@@H]2C=C[C@@H](CC(=O)NC3CCC3)O[C@@H]2CO)c1,-1,0.6,-5,1
C[C@@H]1CCCCO[C@H](CN(C)C(=O)CCC(F)(F)F)[C@H](C)CN([C@H](C)CO)C(=O)c2cc(NS(=O)(=O)c3ccc(F)cc3)ccc2O1,-55,-0.9,2,.
CC=Cc1ccc2n(c1=O)C[C@H]1[C@H](CO)[C@@H](C(=O)NCc3ccccc3)[C@@H]2N1S(C)(=O)=O (mixture of isomers),11,-0.4,0,0
C[C@@H]1CN([C@H](C)CO)C(=O)c2cc(NC(=O)Cc3ccccc3)ccc2O[C@@H](C)CCCCO[C@@H]1CN(C)Cc1ccc(Cl)c(Cl)c1,-55,-0.4,6,91
COc1ccc(NC(=O)N(C)C[C@@H]2Oc3ccc(NS(=O)(=O)c4ccc(F)cc4)cc3CC(=O)N([C@@H](C)CO)C[C@@H]2C)cc1,29,0.2,29,31
COc1ccc(NC(=O)Nc2ccc3c(c2)C(=O)N([C@@H](C)CO)C[C@@H](C)[C@@H](CN(C)S(=O)(=O)c2ccc(Cl)cc2)O3)cc1,26,0.5,5,-47
O=C(NC1CCCC1)N1CC(=O)N2[C@H](CO)[C@H](c3ccc(-c4cccnc4)cc3)[C@H]2C1,11,-2.8,-8,.
CO[C@@H]1CN(C)C(=O)c2cc(NS(=O)(=O)CC(F)(F)F)ccc2OC[C@H](C)N(C(=O)NC(C)C)C[C@H]1C,7,-1.6,.,25
CCCNC(=O)N1C[C@H](C)[C@H](OC)CN(C)C(=O)c2ccc(NC(=O)C3CCC3)cc2OC[C@H]1C,1,-1.3,.,20
COCC(=O)N1[C@@H]2c3cccc(=O)n3C[C@@H]2[C@@H](CO)[C@@H]1C(=O)NCc1ccccc1Cl,18,-1.0,5,.
C[C@H]1CN([C@@H](C)CO)C(=O)c2cccc(NC(=O)c3ccc(-c4nccs4)cc3)c2O[C@H]1CN(C)C(=O)Nc1cccc2ccccc12,12,-1.3,-3,-63
C[C@@H]1CCCCO[C@@H](CN(C)CC2CCCCC2)[C@@H](C)CN([C@@H](C)CO)C(=O)c2cc(NC(=O)C3CCCCC3)ccc2O1,-43,-1.7,1,37
O=C(NCC[C@@H]1CC[C@H](NS(=O)(=O)c2ccc(F)cc2)[C@@H](CO)O1)Nc1ccc(F)cc1,-3,-3.6,2,.
C[C@H]1CN([C@@H](C)CO)C(=O)c2cccc(NC(=O)Nc3ccc(F)cc3)c2O[C@@H]1CN(C)S(=O)(=O)c1cccs1,5,0.4,9,17
C[C@H]1CCCCO[C@H](CN(C)C(=O)c2ccccc2)[C@@H](C)CN([C@@H](C)CO)C(=O)c2cc(NS(=O)(=O)c3cn(C)cn3)ccc2O1,-10,1.0,.,-4
Cc1noc(C)c1NC(=O)N(C)C[C@@H]1Oc2ccc(NS(=O)(=O)c3ccc(F)cc3)cc2CC(=O)N([C@H](C)CO)C[C@H]1C,-3,-1.8,-2,-1
CN1CCN(C(=O)C[C@H]2CC[C@H]3[C@H](COc4ccc(NC(=O)c5cccs5)cc4C(=O)N3C)O2)CC1,1,-0.3,-1,28
COCC#Cc1cnc2c(c1)C(=O)N([C@H](C)CO)C[C@H](C)[C@@H](CN(C)C(=O)C1CCCCC1)O2,19,1.5,-1,.
COC(=O)N(C)C[C@@H]1OCc2ccccc2-c2ccccc2C(=O)N([C@@H](C)CO)C[C@H]1C,16,-0.1,.,14
C[C@@H]1CN([C@H](C)CO)C(=O)c2cccc(NC(=O)Nc3ccc(F)cc3)c2O[C@H]1CN(C)CC1CCCCC1,-43,-1.0,20,58
CN(C)c1ccc2c(c1)[C@H]1C[C@H](CC(=O)NCc3ccc(Cl)cc3)O[C@@H](CO)[C@H]1O2,-48,5.7,-2,60
COCC(=O)N1CC2(C1)[C@@H](c1ccc(-c3ccccc3)cc1)[C@H](CO)N2C(C)=O,29,-0.4,-7,.
C[C@H](CO)N1C[C@H](C)[C@H](CN(C)CC2CC2)Oc2ccc(NS(C)(=O)=O)cc2CC1=O,18,-0.4,-3,-6
COC(=O)C[C@@H]1CC[C@@H]2[C@H](COc3ccc(NC(=O)Nc4cc(C)cc(C)c4)cc3C(=O)N2C)O1,.,1.4,40,75
CC=Cc1ccc2n(c1=O)C[C@H]1[C@H](CO)[C@@H](C(=O)NCCC)[C@@H]2N1Cc1ccccc1OC (mixture of isomers),0,11,-6,-5
CO[C@H]1CN(C)C(=O)c2cc(NS(=O)(=O)c3ccc(C)cc3)ccc2OC[C@@H](C)N(Cc2nccs2)C[C@H]1C,-31,-1.3,21,107*
O=C(Cc1ccccc1)N1CC2(C1)[C@H](c1ccccc1)[C@@H](CO)N2C(=O)c1cccnc1,-23,-1.0,2,.
O=C(NCC[C@@H]1CC[C@@H](NC(=O)C2CCCCC2)[C@H](CO)O1)c1cc(Cl)cc(Cl)c1,8,-1.2,0,-44
COCC#Cc1ccc([C@H]2[C@@H](CO)N3C(=O)CN(C(=O)Nc4ccc(F)cc4)C[C@@H]23)cc1,-17,-4.1,1,.
CCCN(C)C[C@H]1Oc2cc(C#CC(C)C)ccc2S(=O)(=O)N([C@H](C)CO)C[C@H]1C,-37,-0.2,3,59
COc1ccc(S(=O)(=O)Nc2cccc3c2O[C@@H](CN(C)C(=O)Nc2cccc4ccccc24)[C@@H](C)CN([C@@H](C)CO)C3=O)cc1,1,2.7,.,26
O=C(c1cccc(F)c1)N1CCCCN2[C@H](CO)[C@H](c3ccc(-c4cncnc4)cc3)[C@H]2C1,14,1.4,6,?
CN(C)C(=O)C[C@H]1CC[C@H]2[C@@H](COc3ccc(NC(=O)c4cnccn4)cc3C(=O)N2C)O1,-5,1.2,-2,16
C/C=C/c1ccc(C2[C@H]3CNC[C@@H]2N3S(=O)(=O)Cc2ccccc2)cc1 (stereo partly specified),14,-1.1,2,.
COc1ccc(-c2cnc3c(c2)C(=O)N([C@@H](C)CO)C[C@H](C)[C@H](CN(C)C(=O)Cc2ccccc2)O3)cc1,-38,-0.7,-1,43
COc1ccc(-c2ccc([C@H]3[C@@H](C#N)N(C(=O)NC4CCCCC4)[C@@H]3CO)cc2)cc1,-48,-0.8,6,79
CO[C@H]1CN(C)C(=O)c2ccc(NC(=O)C3CC3)cc2OC[C@H](C)N(Cc2ccncc2)C[C@@H]1C,-32,1.9,.,94

# Limited to GASC1 inh and Tcruzi prolif, for some of the entries so far:
smiles	GASC1 inh	Tcruzi prolif
COCC#Cc1ccc([C@H]2[C@@H](CO)N3C(=O)CN(C(=O)Nc4ccc(F)cc4)C[C@@H]23)cc1	-4.1	.
CCCN(C)C[C@H]1Oc2cc(C#CC(C)C)ccc2S(=O)(=O)N([C@H](C)CO)C[C@H]1C	-0.2	59
COc1ccc(S(=O)(=O)Nc2cccc3c2O[C@@H](CN(C)C(=O)Nc2cccc4ccccc24)[C@@H](C)CN([C@@H](C)CO)C3=O)cc1	2.7	26
O=C(c1cccc(F)c1)N1CCCCN2[C@H](CO)[C@H](c3ccc(-c4cncnc4)cc3)[C@H]2C1	1.4	?

# Further records.
SMILES,Pf Dd2 growth,GASC1 inh,C diff growth,Tcruzi prolif
C[C@@H]1CCCCO[C@@H](CN(C)C(=O)Nc2ccc(F)cc2)[C@@H](C)CN([C@@H](C)CO)C(=O)c2cc(N(C)C)ccc2O1,-25,1.4,2,46
COc1ccc(NC(=O)Nc2ccc3c(c2)C(=O)N([C@H](C)CO)C[C@H](C)[C@H](CN(C)C)O3)cc1,9,.,-2,-5
C[C@@H]1CCCCO[C@H](CN(C)C(=O)Nc2ccc(F)cc2)[C@@H](C)CN([C@@H](C)CO)C(=O)c2cc(NC(=O)c3ccncc3)ccc2O1,-25,2.8,-4,50
Cc1ccc(S(=O)(=O)N2C[C@@H]3N[C@H](C2)[C@@H]3c2ccc(-c3cccc(C)c3)cc2)cc1,-63,-1.8,1,.
COc1ccccc1-c1ccc2n(c1=O)C[C@H]1[C@H](CO)[C@@H](C(=O)NCc3ccccc3Cl)N[C@@H]21,.,2.1,13,66
CO[C@H]1CN(C)C(=O)c2cccc(C#N)c2OC[C@@H]2O[C@@H](CC[C@H]2OC)CCN(C)C(=O)[C@@H]1C,27,0.3,.,17
CO[C@H]1CC[C@@H]2CCN(C)C(=O)CCCN(C)C(=O)c3cc(C#N)ccc3OC[C@H]1O2,.,0.0,-4,-9
CCC(=O)Nc1ccc2c(c1)C(=O)N(C)C[C@@H](OC)[C@@H](C)CN(C(=O)c1ccc(F)cc1)[C@@H](C)CO2,-34,0.5,.,1
C[C@H](CO)N1C[C@H](C)[C@H](CN(C)C)Oc2ccc(NS(=O)(=O)c3cccs3)cc2C1=O,1,1.3,-1,25
COCC(=O)N1CCCCN2[C@H](CO)[C@@H](c3ccc(-c4ccccc4)cc3)[C@@H]2C1,33,0.6,-7,49
CCNC(=O)[C@H]1N[C@H]2c3ccc(-c4cccc(C(=O)N(C)C)c4)c(=O)n3C[C@H]2[C@@H]1CO,3,1.5,0,42
C[C@H]1CN([C@@H](C)CO)C(=O)CCCn2nncc2CO[C@H]1CN(C)C(=O)Nc1cccc(Oc2ccccn2)c1,-14,.,-5,6
COC(=O)C[C@H]1CC[C@@H]2[C@H](COc3ccc(NC(=O)c4cnccn4)cc3C(=O)N2C)O1,-1,1.2,-6,-13
COc1ccc(C[C@@H]2CCn3cc(nn3)COC[C@@H](C(C)C)NC2=O)cc1,.,2.8,-7,.
C[C@H](CO)N1C[C@H](C)[C@H](CN(C)CC2CCCC2)OCc2cn(nn2)CCCC1=O,21,0.4,.,10
CCN1[C@H](C(=O)OC)[C@@H](CO)[C@@H]2Cn3c(ccc(-c4cccc(C(=O)N(C)C)c4)c3=O)[C@@H]21,-19,4.1,4,96*
Cn1cnc(S(=O)(=O)N[C@@H]2C=C[C@H](CC(=O)N3CCN(c4ccccc4)CC3)O[C@H]2CO)c1,3,-0.8,5,13
Cn1cnc(S(=O)(=O)N2CCCCN3[C@H](C2)[C@H](c2ccc(-c4cccc(F)c4)cc2)[C@@H]3CO)c1,25,-1.1,4,73
COc1ccc(NC(=O)Nc2ccc3c(c2)CC(=O)N([C@@H](C)CO)C[C@@H](C)[C@@H](CN(C)S(=O)(=O)c2ccccc2)O3)cc1,5,-3.2,9,-18
CCCNC(=O)Nc1ccc2c(c1)OC[C@@H](C)N(S(C)(=O)=O)C[C@H](C)[C@H](OC)CN(C)C2=O,33,3.7,-2,.

# Gathered by group, the entries above with a thiophene ring, fused or not
SMILES,Pf Dd2 growth,GASC1 inh,C diff growth,Tcruzi prolif
C[C@H]1CN([C@@H](C)CO)C(=O)c2cccc(NC(=O)Nc3ccc(F)cc3)c2O[C@@H]1CN(C)S(=O)(=O)c1cccs1,5,0.4,9,17
CN1CCN(C(=O)C[C@H]2CC[C@H]3[C@H](COc4ccc(NC(=O)c5cccs5)cc4C(=O)N3C)O2)CC1,1,-0.3,-1,28
C[C@H](CO)N1C[C@H](C)[C@H](CN(C)C)Oc2ccc(NS(=O)(=O)c3cccs3)cc2C1=O,1,1.3,-1,25

# (further entries)
SMILES,Pf Dd2 growth,GASC1 inh,C diff growth,Tcruzi prolif
O=C(C[C@@H]1CC[C@@H]2[C@H](COC[C@H](O)CN2Cc2ccc3c(c2)OCO3)O1)N1CCCCC1,.,1.6,-2&-3,-4
CNC[C@H]1Oc2ccc(NC(=O)Nc3c(C)noc3C)cc2CC(=O)N([C@@H](C)CO)C[C@@H]1C,5,0.6,-1,23
COc1cccc(CN(C)C[C@@H]2OCc3ccccc3-c3c(n(C)c4ccccc34)C(=O)N([C@@H](C)CO)C[C@@H]2C)c1,-28,1.2,33,.
COc1ccc(S(=O)(=O)N(C)C[C@H]2OCCCC[C@H](C)Oc3ccc(NC(=O)Cc4ccccc4)cc3C(=O)N([C@H](C)CO)C[C@@H]2C)cc1,-78,-2.5,6,85
C[C@@H]1CN([C@@H](C)CO)C(=O)c2cc(NS(=O)(=O)c3ccc(F)cc3)ccc2O[C@H]1CN(C)Cc1ccc(C(=O)Nc2ccccc2N)cc1,-85*,0.5,-5,.
COCC#Cc1ccc([C@H]2[C@@H](CO)N3CCCCN(C(=O)Nc4cc(F)ccc4F)C[C@H]23)cc1,-52,0.9,2,101*
O=C(C[C@H]1CC[C@H]2[C@@H](COC[C@H](O)CN2S(=O)(=O)c2cccc(F)c2)O1)Nc1ccccc1,-25,0.7,4&0,.
COc1ccc(S(=O)(=O)Nc2ccc3c(c2)C(=O)N([C@@H](C)CO)C[C@H](C)[C@@H](CN(C)C(=O)Nc2ccccc2)OCCCC[C@H](C)O3)cc1,-51,0.5,2,10

# Screening results (PubChem BioAssay)
